CHT PAM = allosterically activates the human high affinity choline transporter | hit rate 0.49% among 310,000 | B-score at 10 µM | CHT-expressing cells, membrane potential dye, choline EC20; stronger effect = higher value; LV-AA mutant CHT in HEK293 cells | AID 488977;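 active = initial fluorescence not abnormally high and integrated response B-score, plate-corrected, over 3 SD above library mean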
Target sequence (Q9GZV3 whole entry, looked up): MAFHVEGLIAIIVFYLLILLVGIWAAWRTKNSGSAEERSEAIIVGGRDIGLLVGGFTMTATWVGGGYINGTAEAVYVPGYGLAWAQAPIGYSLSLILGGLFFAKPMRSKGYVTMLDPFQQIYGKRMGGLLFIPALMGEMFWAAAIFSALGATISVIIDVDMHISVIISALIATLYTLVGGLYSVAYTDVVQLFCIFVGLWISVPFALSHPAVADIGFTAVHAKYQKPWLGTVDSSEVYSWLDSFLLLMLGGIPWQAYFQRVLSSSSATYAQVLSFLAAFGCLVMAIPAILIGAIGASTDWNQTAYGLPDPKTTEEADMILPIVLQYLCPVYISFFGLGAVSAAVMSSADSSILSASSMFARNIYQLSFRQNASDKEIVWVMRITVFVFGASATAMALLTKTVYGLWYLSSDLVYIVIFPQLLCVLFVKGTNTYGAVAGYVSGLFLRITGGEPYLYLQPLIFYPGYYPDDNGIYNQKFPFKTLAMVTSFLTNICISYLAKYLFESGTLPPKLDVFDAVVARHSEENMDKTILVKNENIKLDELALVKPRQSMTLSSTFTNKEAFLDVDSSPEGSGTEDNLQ
OX1R antagonist = antagonists of human orexin 1 receptor | O43613 | CHO/OX1R cells, Fluo-8 calcium fluorescence, orexin A | inhibition, % at 5 µM | hit rate 0.43% among 330,000;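 active = inhibition above its plate's threshold, mean inhibition of all tested compounds on the plate plus 3 SD, cut at about 37% in these data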;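 note: 0% = orexin A challenge wells and 100% = SB-334867-A antagonist wells; not every result past the cut was called active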
Target sequence (O43613 whole entry, looked up): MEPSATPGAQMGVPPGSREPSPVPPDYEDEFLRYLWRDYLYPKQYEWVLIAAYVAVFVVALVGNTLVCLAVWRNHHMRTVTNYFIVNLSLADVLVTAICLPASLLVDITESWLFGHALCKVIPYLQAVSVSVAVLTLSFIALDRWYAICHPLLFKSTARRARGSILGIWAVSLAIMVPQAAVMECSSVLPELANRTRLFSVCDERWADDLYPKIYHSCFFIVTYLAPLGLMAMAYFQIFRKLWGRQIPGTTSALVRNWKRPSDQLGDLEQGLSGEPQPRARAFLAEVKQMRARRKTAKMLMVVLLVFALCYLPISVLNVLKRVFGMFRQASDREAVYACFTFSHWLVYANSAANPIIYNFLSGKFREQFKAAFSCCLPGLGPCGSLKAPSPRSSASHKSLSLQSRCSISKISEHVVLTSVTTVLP
Starred values were filed as active, the others as inactive; i = inactive; / = not tested or not shown.

SMILES	CHT PAM	OX1R antagonist
Clc1ccc2c(c1)C1=C(C(c3ccncc3)O2)C(c2ccc(Br)cc2)n2ncnc2N1 (stereo unspecified)	i	-18
CC1CCCCN1C(=O)C(=O)c1cn(CC(=O)N2CCCCCC2)c2ccccc12 (stereo unspecified)	i	-14
CCOC(=O)c1cccc(-n2c(C)cc(C=O)c2C)c1	i	-7
CCN1CCc2c(OCC(=O)N3CCC(C)CC3)cccc2C1=O	i	-17
CCC(NC(=O)NCc1ccccc1)(C(F)(F)F)C(F)(F)F	i	-10
Cc1ccc(-n2c(C)nc3c(cnn3-c3ccccc3Cl)c2=O)cc1C	i	-19
CC(=O)NC1C(=O)N(CC(C)C)c2ccccc21 (stereo unspecified)	i	-13
CN(C)c1ccc(C(=O)OCC(=O)Nc2cccc(S(=O)(=O)N3CCCC3)c2)cc1	/	-6
CCCC1=Nc2cc(C(=O)N3CCCC3)ccc2Sc2ccc(C)cc21	i	-34
CC(C)NCCOc1cccc(Br)c1	i	-7
CC(=O)N1N=C(c2cccs2)CC1c1cccs1 (stereo unspecified)	i	-21
O=C(CN1CCN(C(=O)C2CCCO2)CC1)Nc1c(Cl)cccc1Cl (stereo unspecified)	i	1
COc1cccc(C(=O)c2cn(CC(=O)NCc3ccco3)c3nc(C)ccc3c2=O)c1	i	-2
COc1cccc(C(=O)Cn2c(NCCCO)nc3ccccc32)c1	i	-17
CCOc1cc(C(=O)NCCC(=O)N2CCC3(CC2)NCCc2[nH]cnc23)cc(OCC)c1OCC	i	-5
COc1cc(S(=O)(=O)NCc2ccncc2)c(OC)cc1Cl	i	-14
CCN1CCN(c2cc(C)c3cc(NC(=O)c4cccs4)ccc3n2)CC1	i	-15
COc1ccc(Cl)cc1N(C(=O)c1ccco1)C(C(=O)NC1CCCC1)c1cccnc1 (stereo unspecified)	i	-13
Fc1ccc(CSc2nnc(-c3cnccn3)n2Cc2ccco2)cc1	i	-5
COc1cccc(N2CCN(c3ccc4nnc(CCC(=O)Nc5ccccn5)n4n3)CC2)c1	i	-16
Clc1ccc(-c2csc(-c3ccno3)n2)cc1	i	-12
Cc1ccn2c(NC3CCCC3)c(-c3ccncc3)nc2c1	7.2*	-17
c1cc(-c2nn[nH]n2)ccc1CN1CCCCC1	i	1
O=C(Nc1ccn(Cc2ccccc2F)n1)c1ccc(COc2ccccc2Cl)cc1	i	19
CNC(=O)COC(=O)/C=C/c1cccs1	i	-14
O=C(Nc1cccc(-n2cnnn2)c1)c1cc(Cl)ccc1Cl	i	-12
NC1=NC[C@H](Cc2ccc(O)cc2)N1CCc1cccc2ccccc12	i	5
COc1ccc(CC(=O)Nc2cccc(C(=O)Nc3cccc(C)c3)c2)cc1	i	-20
CCC1Sc2ccccc2N(CC(=O)NCc2ccc3c(c2)OCO3)C1=O (stereo unspecified)	i	-7
Cc1cc2ccccn2c1C(=S)NC(=O)c1ccccc1	i	-1
COC(=O)c1ccc(OCC(O)CNC2CCCC2)cc1 (stereo unspecified)	i	-14
Cc1ccc(-c2n[nH]c(=S)n2/N=C/c2cc3c(cc2[N+](=O)[O-])OCO3)cc1	i	-6
Cn1nc(CC(=O)NC2CCCCCC2)c2ccccc2c1=O	i	-16
CC(=O)N1CCC(N(C(=O)Nc2ccc(Cl)cc2)C(C)C)CC1	i	-20
CCOC(CCNC(=O)c1cn(CCOC)c(=O)c2c1c1ccccc1n2C)OCC	i	-22
CCOC(=O)CN(Cc1ccc(OC)c(OC)c1)S(=O)(=O)c1ccc(OC)cc1	i	-22
O=C(COC(=O)/C=C/c1ccccc1Cl)NCCc1ccc(Cl)cc1Cl	i	-17
Cc1cc(=O)n2c(n1)NC(Nc1cccc(C)c1C)=NC2c1ccccc1 (stereo unspecified)	i	-12
Cc1ccc(S(=O)(=O)N2CCN(c3ccc(C(F)(F)F)cc3[N+](=O)[O-])CC2)cc1	i	-29
CCc1cccc(C)c1NC(=O)CSc1nnc(Cc2csc(C)n2)o1	i	-5
O=C(Nc1ccccc1)c1ccc(CN2CCc3ccccc3C2)cc1	i	-17
CCN(CC)S(=O)(=O)c1ccc(/C=C/C(=O)OCC(=O)NCc2ccc3c(c2)OCO3)cc1	i	0
Cc1ccc(C(=O)C2=C(O)C(=O)N(CCCN3CCOCC3)C23C(=O)N(C)c2ccccc23)o1 (stereo unspecified)	i	-4
COc1ccc(-n2nnnc2S(=O)(=O)Cc2ccc(C(=O)O)cc2)cc1	i	4
COc1cccc(CNC(=O)c2nnn(CC(=O)Nc3cccc(C)c3)c2N)c1	i	-9
COc1cc(NC(=O)CN2CCC(Cc3ccccc3)CC2)c(C)cc1[N+](=O)[O-]	i	-6
O=C(N/N=C/c1ccncc1)NC1CCCCC1	i	-10
Cc1ccn2c(NC3CCCC3)c(-c3ccsc3)nc2c1	i	-11
CCNC(=O)n1cc(-n2cncn2)c(-c2ccc(Cl)cc2)n1	i	-14
Cc1cccc(-n2cnc3c(sc4nc(N5CCOCC5)c5c(c43)CCCC5)c2=O)c1	i	-31
O=C(Cn1cncn1)NCc1ccccc1Br	i	-15
CC(OC(=O)c1cc(=O)[nH]c2ccccc12)c1ccccc1 (stereo unspecified)	i	-36
CCN1CCN(C(=O)c2ccc3c(=O)n(CCc4ccccc4)c(=O)[nH]c3c2)CC1	i	-10
O=C(c1cccc(N2C(=O)C3C4C=CC(C4)C3C2=O)c1)N1CCCc2ccccc21 (stereo unspecified)	i	-29
COc1ccc(CN2CCCC(CNC(=O)c3ccc(F)cc3)C2)c(C)c1C (stereo unspecified)	i	-20
CC1CCC(NC(=O)CCS(=O)(=O)c2ccc3c(c2)CC(C)N3C(=O)C2CC2)CC1 (stereo unspecified)	i	-33
COc1cccc(CC(=O)N(CCC2=CCCCC2)c2c(N)n(Cc3ccccc3)c(=O)[nH]c2=O)c1	i	-21
O=C(Cc1ncc(C(F)(F)F)cc1Cl)NNc1cccc(F)n1	i	-5
O=C(O)c1ccccc1C(=O)c1ccc(Sc2ccc(Cl)cc2)c([N+](=O)[O-])c1	i	-30
CCC(C(=O)Nc1nccs1)c1ccccc1 (stereo unspecified)	i	-6

Seven entries already listed, ordered by their value in OX1R antagonist, highest first.
Compound | OX1R antagonist
COc1ccc(-n2nnnc2S(=O)(=O)Cc2ccc(C(=O)O)cc2)cc1 | 4
CCC(C(=O)Nc1nccs1)c1ccccc1 (stereo unspecified) | -6
O=C(COC(=O)/C=C/c1ccccc1Cl)NCCc1ccc(Cl)cc1Cl | -17
CCOC(=O)CN(Cc1ccc(OC)c(OC)c1)S(=O)(=O)c1ccc(OC)cc1 | -22
O=C(O)c1ccccc1C(=O)c1ccc(Sc2ccc(Cl)cc2)c([N+](=O)[O-])c1 | -30
CC1CCC(NC(=O)CCS(=O)(=O)c2ccc3c(c2)CC(C)N3C(=O)C2CC2)CC1 (stereo unspecified) | -33
CC(OC(=O)c1cc(=O)[nH]c2ccccc12)c1ccccc1 (stereo unspecified) | -36

(continued)
SMILES	CHT PAM	OX1R antagonist
COc1ccc(CCCc2nnc(SCC(=O)NN)o2)c(C)c1	i	-36
CC(C)(C)NCCCCOc1ccccc1F	i	-1
CC(C)N(CCNCc1nnc(-c2ccccc2)o1)C(C)C	i	-20
COC(=O)C1CCN(C(=O)COC(=O)c2ccc(=O)n(Cc3ccccc3)n2)CC1	i	-13
Cc1cccc(-c2noc(CN(C(=O)C34CC5CC(CC(C5)C3)C4)C(C)C)n2)c1	i	-10
S=C(c1c[nH]c2ccccc12)N1CCOCC1	i	6
O=c1c2sc(-c3ccccc3)cc2nc2n1CCC2	i	-16
CN(C)S(=O)(=O)N1CCC(Oc2ccc(C(=O)NC3CCOC(C)(C)C3)cc2)CC1 (stereo unspecified)	i	-23
CCN(CC)Cc1c(C(=O)N/N=C/c2ccncc2)nnn1-c1nonc1N	i	-19
CCCNC(=O)Cc1c(O)c2ccccc2[nH]c1=O	i	-7
CCOc1cccc2sc(=NC(=O)c3ccco3)n(CC(=O)OC)c12	i	-11
CCOc1ccccc1CN1CCNC(=O)C1CC(=O)NCCCn1cccn1 (stereo unspecified)	i	-18
Cc1ccc(NC(=O)COC(=O)Cn2nc(-c3ccc(F)cc3)oc2=O)cc1C	/	6
COc1ccc2oc(C(=O)OCC(=O)NC(=O)NC(C)C)c(C)c2c1	i	-23
CN1CCN(C(=O)N2c3ccccc3CCc3ccccc32)CC1	i	-33
Cc1ccc(S(=O)(=O)N2CCCN(c3nccc(C(F)(F)F)n3)CC2)cc1	i	-16
COc1ccc(NS(=O)(=O)c2cc(NC(=O)c3ccc(S(=O)(=O)N(C)C)cc3)ccc2N2CCOCC2)cc1	/	12
C=CCSc1nc2ccsc2c(=O)n1-c1cccnc1	i	-9
Cc1c(C(=O)N2CCCC2)oc2ccc(Br)cc12	i	/
CCOC(=O)Cn1nnc2c(sc3nc4c(c(-c5ccccc5)c32)CCC4)c1=O	i	-23
Cc1cccc(N2CCN(C(=O)NCc3ccc(Cl)cc3)CC2)c1	i	-26
Nc1ccc(C(=O)N2CCN(S(=O)(=O)c3ccc(Cl)cc3)CC2)cc1[N+](=O)[O-]	i	-3
CCc1ccc(OCc2nc(-c3ccccn3)no2)c(Br)c1	i	-24
COc1ccccc1N=Nc1c(C)n[nH]c1C	i	-32
Cc1ccc(CNC(=O)CCS(=O)(=O)c2ccc3c(c2)NC(=O)C(C)S3)cc1 (stereo unspecified)	i	-14
Cc1noc(C(=O)Nc2cccc(O)c2)c1Cl	i	-20
CCCn1nc(C(=O)Nc2cc(C(=O)OC)ccc2C)c2ccccc2c1=O	i	-34
COc1ccc(NC(=S)NC23CC4CC(CC(C4)C2)C3)cc1OC	i	-22
Cc1ccc(S(=O)(=O)C2(C(=O)N3CCN(c4ccccc4F)CC3)CC2)cc1	i	-18
O=C(CCC(=O)N1CCN(c2ccc(Cl)c(Cl)c2)CC1)c1ccccc1	i	-1

Part of the list above, field by field.
Cc1cccc(N2CCN(C(=O)NCc3ccc(Cl)cc3)CC2)c1
  CHT PAM: i
  OX1R antagonist: -26

COc1ccc(NC(=S)NC23CC4CC(CC(C4)C2)C3)cc1OC
  CHT PAM: i
  OX1R antagonist: -22

CCOc1cccc2sc(=NC(=O)c3ccco3)n(CC(=O)OC)c12
  CHT PAM: i
  OX1R antagonist: -11

(list continues)
SMILES	CHT PAM	OX1R antagonist
CC(Sc1n[nH]c(N)n1)C(=O)Nc1cccc2ccccc12 (stereo unspecified)	/	-20
Cc1ccc(-n2nc3c(=O)n(CCCC(=O)NCCN4CCN(C)CC4)nc(C)c3c2C)cc1	i	-60
CCc1sc(C(=O)NCc2cc(C)n(C)n2)cc1Br	i	-13
O=C(COC(=O)c1cc(-c2ccco2)nc2ccccc12)NCc1ccc2c(c1)OCO2	i	-23
CCOC(=O)c1ccc(N2CN(CCc3ccccc3)CNC2=S)cc1	i	4
O=C(NN=C1CCCC1)c1cc(Cl)cc(Cl)c1O	i	10
CCN(c1ccccc1)S(=O)(=O)c1ccc(C(=O)Nc2cc(C)ccn2)cc1	/	2
O=c1c2nnn(-c3ccccc3)c2ncn1C/C=C/c1ccccc1	i	-10
O=C(CN(C1CC1)S(=O)(=O)c1ccc(S(=O)(=O)N2CCCCCC2)cc1)Nc1ccccc1	i	-13
NS(=O)(=O)c1ccc(CCNc2nc3c(-c4cccc(F)c4)nnn3c3ccccc23)cc1	i	-3
Cc1cc(C(=O)N2CCCC(C(=O)c3cccc(C(F)(F)F)c3)C2)nc(C)n1 (stereo unspecified)	i	-22
CC(=O)NC(Cc1c[nH]c2ccccc12)C(=O)O (stereo unspecified)	i	-1
CCCCOc1ccc(NC(=O)C(=O)NCCCn2ccnc2)cc1	i	-22
Cc1sc2nc(C3CC3)nc(NCCNS(C)(=O)=O)c2c1C	i	-22
COc1cccc(N2CC(O)Cn3c2nc2c3c(=O)[nH]c(=O)n2C)c1 (stereo unspecified)	i	/
CS(=O)(=O)Cc1nc2ccccc2oc1=O	i	-14
CC(=O)Nc1ccc2[nH]ccc2c1	i	-4
CCNC(=O)NC(=O)COC(=O)c1cccc(NS(=O)(=O)/C=C/c2ccccc2)c1	i	-34
N#Cc1ccc(-c2ccc(OCC(=O)NCCc3ccccc3)cc2)cc1	i	8
CCCCn1nc(C(=O)N(CC)CC(=O)Nc2c(F)cccc2F)c2ccccc2c1=O	/	-13
CC(C)c1ccc(S(=O)(=O)N2CCN(C(=O)c3cc(-c4ccccc4)n[nH]3)CC2)cc1	i	-17
Cc1[nH]c2c(C)cccc2c1CC(=O)O	i	-3
CN(C)C(=O)c1ccc2c(c1)C1C3CCC(C3)C1C(c1ccccc1)N2 (stereo unspecified)	i	-12
COc1ccccc1NC(=O)c1ccc([N+](=O)[O-])o1	i	-6
O=C(COc1cc(F)ccc1[N+](=O)[O-])NCC1CCCO1 (stereo unspecified)	/	-8
CCCCN1C(=O)CC(Sc2ncccc2C(=O)O)C1=O (stereo unspecified)	i	-2
Cc1cccc(Nc2ncnc(N)c2[N+](=O)[O-])n1	i	-12
CCOc1nc(C)ccc1-c1noc(-c2ccco2)n1	i	-19
COc1ccc(-c2oc(=O)c3cc(OC)c(OC)cc3c2C#CCCO)cc1	/	-20
Cc1ccc(S(=O)(=O)CCC(=O)NCCc2ccc(Cl)cc2)cc1	i	-20
COC(=O)c1cccc2c1-c1ccccc1/C2=N/O	i	-28
NC(=O)c1c(NC(=O)c2cccnc2Cl)sc2c1CCCC2	i	1
COc1ccc(CNCc2cccc(C)c2)cc1	i	-8
O=C1CCC/C=C\C[C@@H](CC(=O)N(CCO)Cc2ccccc2)C(=O)NCCO1	/	33
O=c1[nH]c2cc(Br)cnc2nc1/C=C(\O)c1ccc(F)cc1	i	7

Screens as filed in PubChem BioAssay.
